CHT PAM: allosterically activates the human high affinity choline transporter; Q9GZV3; CHT-expressing cells, membrane potential dye, choline EC20; active compounds read high; LV-AA mutant CHT in HEK293 cells; B-score at 10 µM; 310,000 tested, 0.49% active;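 active = initial fluorescence not abnormally high and integrated response B-score, plate-corrected, over 3 SD above library mean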
Target sequence (Q9GZV3 whole entry, looked up): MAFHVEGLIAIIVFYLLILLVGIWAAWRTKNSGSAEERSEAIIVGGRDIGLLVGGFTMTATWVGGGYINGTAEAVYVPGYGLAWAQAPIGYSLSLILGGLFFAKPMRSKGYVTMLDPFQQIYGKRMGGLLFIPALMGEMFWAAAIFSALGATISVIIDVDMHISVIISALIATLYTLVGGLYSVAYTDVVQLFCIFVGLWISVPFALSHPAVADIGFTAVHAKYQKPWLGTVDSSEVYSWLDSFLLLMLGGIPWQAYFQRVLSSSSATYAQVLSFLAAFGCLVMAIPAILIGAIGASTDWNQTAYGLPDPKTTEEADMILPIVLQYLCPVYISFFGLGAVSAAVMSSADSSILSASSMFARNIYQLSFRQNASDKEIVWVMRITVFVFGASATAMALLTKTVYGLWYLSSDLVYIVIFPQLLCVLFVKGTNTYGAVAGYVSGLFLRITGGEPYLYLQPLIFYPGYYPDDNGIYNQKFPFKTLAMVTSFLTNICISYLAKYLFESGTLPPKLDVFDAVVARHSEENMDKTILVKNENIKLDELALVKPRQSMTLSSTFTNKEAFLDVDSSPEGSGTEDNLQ
CHT block: inhibitors of human choline transporter CHT; B-score at 10 µM; Q9GZV3; 310,000 tested, 0.86% active; CHT-expressing cells, membrane potential dye, choline response; active compounds read low;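 active = B-score over 3 SD under the library average, and starting fluorescence ratio not unusually high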;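 note: choline stimulus applied at its EC90 after an EC20 pre-addition; B-score computed on integrated fluorescence ratio after choline addition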
STK33 inh: human STK33 kinase inhibition; Q9BYT3; purified STK33, MBP phosphorylation, ADP-Glo luminescence; inhibition, % at 10 µM; 320,000 tested, 0.073% active; AID 2661;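 active = inhibition at or above 25%, using the most active replicate where run in duplicate; inactive = inhibition below 25%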
Target sequence (Q9BYT3 whole entry, looked up): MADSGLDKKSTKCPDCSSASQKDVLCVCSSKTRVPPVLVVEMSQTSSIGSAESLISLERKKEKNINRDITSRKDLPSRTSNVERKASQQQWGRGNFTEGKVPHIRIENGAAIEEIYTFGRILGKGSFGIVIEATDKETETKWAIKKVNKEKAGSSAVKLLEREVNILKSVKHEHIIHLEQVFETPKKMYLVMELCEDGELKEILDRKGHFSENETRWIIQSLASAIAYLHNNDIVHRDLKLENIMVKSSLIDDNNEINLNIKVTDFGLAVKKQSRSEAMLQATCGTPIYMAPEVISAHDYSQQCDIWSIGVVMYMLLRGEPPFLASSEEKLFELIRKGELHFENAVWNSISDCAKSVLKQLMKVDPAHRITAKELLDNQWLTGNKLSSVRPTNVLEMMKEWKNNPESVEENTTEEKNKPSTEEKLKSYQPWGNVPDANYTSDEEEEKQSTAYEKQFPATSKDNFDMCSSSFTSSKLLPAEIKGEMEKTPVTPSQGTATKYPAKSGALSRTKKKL
* = called active by the depositor; i = inactive; x = not tested or not shown.

Every second line gives: STK33 inh	CHT block	CHT PAM
- COC(=O)NCC12CC3CC(C1)CC(CNC(=O)OC)(C3)C2
→ 0.0	i	i
- CCCN(CCC)CCNC(=O)CCC(=O)Nc1ccc2nc(N3CCOCC3)cc(C)c2c1
→ 0.2	i	i
- Cc1ccccc1NS(=O)(=O)c1csc(C(N)=O)c1
→ -0.7	i	i
- CCOc1ccccc1C=Nc1ccccc1C(=O)Nc1ccccc1
→ -0.4	i	i
- CCOc1ccc2nc(NC(NC(C)=O)(C(=O)OC)C(F)(F)F)sc2c1 (stereo not drawn)
→ 0.9	i	i
- C/C(=N\NC(=O)c1c(Cl)c(C)nn1C)c1ccc(NC(=O)c2ccncc2)cc1
→ -0.7	i	i
- Cc1ccccc1NS(=O)(=O)c1cc(C(=O)Nc2cccc(N(C)S(C)(=O)=O)c2)ccc1C
→ 1.0	i	i
- CN(C)S(=O)(=O)c1cccc(C(=O)NCc2cccs2)c1
→ 0.5	i	i
- O=C(Nc1cc(Cl)ccc1-n1cncn1)c1cc(F)c(F)c(F)c1F
→ -0.7	i	i
- S=c1[nH]c2ccc(Cl)cc2s1
→ -0.1	i	i
- CC1CN(C(=O)c2cn3ccccc3n2)CC(C)O1 (stereo not drawn)
→ x	i	i
- CC(C)(C)SCCNC(=O)/C=C/c1ccc(F)cc1
→ 0.8	i	i
- COc1ccc(Cl)cc1C(=O)NN=C1CCCC1
→ -1.1	i	i
- CC(C)(C)n1[nH]c2c3c(ccc2c1=O)C(=O)c1ccccc1C3=O
→ 2.3	i	i
- CCCCNC(=O)CSc1nc2ccccc2c(=O)n1Cc1ccc2c(c1)OCO2
→ -0.8	i	i
- COC(=O)CN1C(=O)N/C(=C/c2ccc(OC)cc2)C1=O
→ 1.3	i	i
- O=C(CN1CCOCC1)NCC12CC3CC(CC(C3)C1)C2
→ -1.3	i	i
- CC(Sc1nc(-c2ccccc2)cc(C(F)(F)F)n1)C(=O)NCc1ccco1 (stereo not drawn)
→ -0.6	i	i
- C=CCn1c(=N)n(CC(O)COc2ccccc2OC)c2ccccc21 (stereo not drawn)
→ 0.5	i	i
- CCCCC(=O)Nc1sc2c(c1C#N)CC(C)(C)OC2
→ -0.9	i	i
- Cc1ccc(NC(=O)CSc2nc3ccccc3c(=O)n2CCCN2CCCCC2)cc1C
→ -0.3	i	7.28*
- CCc1cccc(NS(=O)(=O)c2ccc3c(c2)n(C)c(=O)n3C)c1
→ -1.1	i	i
- CCc1ccc(-c2nc(SCC(=O)N(CC)C3CCS(=O)(=O)C3)n[nH]2)cc1 (stereo not drawn)
→ x	i	i
- Cc1ccc(-c2csc(NC(=O)c3ccc(Br)cc3)c2C(=O)O)cc1
→ -0.6	-5.32*	i
- Cc1ccc(-n2c(=O)c3c4c(sc3n(Cc3cc(=O)n5ccccc5n3)c2=O)CCC4)cc1C
→ 0.6	i	i
- Cc1ccccc1S(=O)(=O)Nc1nc2ccccc2nc1N1CCc2ccccc2C1
→ 0.0	i	i
- Cc1cc(Cl)ccc1OCCNC(=S)NC(=O)c1cccnc1
→ -0.7	i	i
- O=C(NNc1nc2c(F)cccc2s1)C1=COCCO1
→ 0.3	i	i
- O=C(Nc1ccccc1)c1ccc(S(=O)(=O)N2CCCCC2)cc1
→ -0.1	i	i
- COc1cc(/C=N/Nc2ccc(Cl)c(C(=O)O)c2)ccc1OC(=O)c1ccco1
→ 5.5	i	i

The final six compounds of the part above lead into the next:
Every second line gives: STK33 inh	CHT block	CHT PAM
- Cc1ccc(-n2c(=O)c3c4c(sc3n(Cc3cc(=O)n5ccccc5n3)c2=O)CCC4)cc1C
→ 0.6	i	i
- Cc1ccccc1S(=O)(=O)Nc1nc2ccccc2nc1N1CCc2ccccc2C1
→ 0.0	i	i
- Cc1cc(Cl)ccc1OCCNC(=S)NC(=O)c1cccnc1
→ -0.7	i	i
- O=C(NNc1nc2c(F)cccc2s1)C1=COCCO1
→ 0.3	i	i
- O=C(Nc1ccccc1)c1ccc(S(=O)(=O)N2CCCCC2)cc1
→ -0.1	i	i
- COc1cc(/C=N/Nc2ccc(Cl)c(C(=O)O)c2)ccc1OC(=O)c1ccco1
→ 5.5	i	i
- O=C(CC1SC(=Nc2ccccc2)N(CCO)C1=O)Nc1ccccc1 (stereo not drawn)
→ -1.1	i	i
- NC(=O)c1ccc([N+](=O)[O-])cc1SCc1ccccc1
→ 0.8	i	i
- O=C(c1cccc(F)c1)n1nnc2ccccc21
→ x	i	i
- Fc1ccccc1-c1[nH]ncc1-c1nnnn1-c1ccccc1
→ -0.1	i	i
- COc1ccc(CN2CCC(Oc3ccc(C(=O)N4CCCCC4)cc3)CC2)cc1C
→ -0.4	i	i
- CCCn1c(=O)c2ccccc2n2c(SCC(=O)NCc3cccs3)nnc12
→ -0.3	i	i
- Cc1cc2c(cc1C)-c1nnc(-c3ccc4ccccc4n3)n1C(C)(C)C2
→ -0.8	i	i
- C=CCn1cc(C(=O)OCC)c(=O)c2cc(F)c(F)cc21
→ 0.9	i	7*
- O=c1[nH]c(CN2CCN(c3ccccc3O)CC2)nc2scc(-c3ccccc3Cl)c12
→ -1.7	i	i
- CCOC(=O)C(CC)n1cnc2c(nnn2-c2ccc(F)cc2)c1=O (stereo not drawn)
→ -0.3	i	i
- O=C(NCc1cccnc1)c1ccc(-c2cc(Cl)ccc2Cl)o1
→ 0.6	i	i
- Cc1c(C(=O)O)oc2ccc(S(=O)(=O)N(CC(C)C)CC(C)C)cc12
→ -2.6	i	i
- CCOC(=O)N1CCN(Cc2oc(CO)cc(=O)c2O)CC1
→ -2.5	i	i
- CCN(CC)c1ccc(C(=O)OCC(=O)NC2CCCCC2C)cc1 (stereo not drawn)
→ 0.2	i	i
- CNC(=O)CC(C(=O)O)c1ccc(OCC(C)C)cc1 (stereo not drawn)
→ x	i	i
- Fc1ccc(-c2csc(=S)[nH]2)cc1
→ -1.0	i	i
- CCOC(=O)c1sc(NC(=O)/C=C/c2cnn(CC)c2C)c(C(=O)OCC)c1C
→ -0.9	i	i
- Cc1ccc(OCCC(=O)OCC(=O)Nc2cc(C)nn2-c2ccccc2)cc1
→ 0.1	i	i
- CCOc1ccc(NC(=O)CN(C)Cc2cc(=O)n3c(-c4ccccc4)csc3n2)cc1OCC
→ 1.1	i	i
- COc1ccc(C2C(C(=O)Nc3ccc4c(c3)OCCO4)c3ccccc3C(=O)N2C)cc1 (stereo not drawn)
→ 0.1	i	i
- COc1ccc(-c2cc(C#N)nc(Oc3ccc(Cl)cc3)n2)cc1
→ -1.8	i	i
- CCc1nnc(NC(=O)C(NS(=O)(=O)c2ccc3c(c2)OCCO3)C(C)C)s1 (stereo not drawn)
→ 0.3	i	i
- COCc1cc(C)nc(SCC(=O)NC2CCCCC2C)c1C#N (stereo not drawn)
→ -0.3	i	i
- Cc1cccc(NC(=S)NC2CC3C=CC2C3)c1 (stereo not drawn)
→ -1.5	i	i
- COc1ccc(C[C@H](C)NC[C@@H](O)c2ccc(O)c(NC=O)c2)cc1
→ x	i	i
- O=C(O)CSCNC(=O)CC12CC3CC(CC(C3)C1)C2
→ 0.4	i	i
- CN(C)c1ccc(C(CNC(=O)COc2ccc(Cl)cc2)N2CCCC2)cc1 (stereo not drawn)
→ -1.3	i	i
- CC1CCCCC1NC(=O)c1ccc(NC2=NC3CS(=O)(=O)CC3S2)cc1 (stereo not drawn)
→ -1.8	i	i
- Cc1nc2ccc(-c3nc4cc(N)ccc4o3)cc2[nH]1
→ 2.5	i	i
- CCOC(=O)N1CCC(NC(=O)c2cc(C(=O)NCc3cccc(Cl)c3)ccc2CO)CC1
→ -1.5	i	i
- Cc1cc2cc(CN(CCN3CCOCC3)C(=O)Nc3ccccc3F)c(=O)[nH]c2cc1C
→ 0.2	i	i
- C=C(c1ccccc1Cl)[n+]1ccccc1
→ 0.9	i	i
- CN(C)S(=O)(=O)c1cccc(NC(=O)c2sccc2-c2ccccc2)c1
→ -0.9	i	i
- CCC(=O)Nc1ccc(C(=O)NNC(=O)C2CCCCC2)cc1
→ -0.3	i	i
- CCN(CC)C(=S)SCC(=O)c1ccc(Br)cc1
→ -0.9	i	i
- O=C(NC(=S)NC1CCCCCCCCCCC1)c1cccnc1
→ -0.5	i	i
- CN(Cc1ccccc1)C(=O)COC(=O)c1cncc(Br)c1
→ -0.8	i	i
- COc1cccc(CNc2ccc3[nH]c(=O)[nH]c3c2)c1OCc1ccccc1Cl
→ 0.6	i	i
- Cc1cccc(C)c1OCc1cc(C(=O)N2CCN(c3ccccn3)CC2)no1
→ -0.7	i	i
- COc1ccc(CC(=O)N2CCC(n3nccc3NC(=O)C3CC3)CC2)cc1
→ -4.2	i	i
- O=C(NCc1cccc(Br)c1)C1CC(c2ccc(C(F)(F)F)cc2)=NO1 (stereo not drawn)
→ -0.7	i	i
- COc1ccc2c(c1OC)C(=O)N(c1cccc(C)c1)C2
→ 1.4	i	i
- O=C(CCS(=O)(=O)c1cccs1)N1CCN(c2ccc(F)cc2)CC1
→ -0.8	i	i
- CCOc1ccccc1C(=O)N1CCC(n2nnc3cc(C(F)(F)F)ccc32)CC1
→ -1.1	i	i
- COc1cccc(-c2nnc(SCC(=O)N3CCCC3=O)n2-c2ccccc2)c1
→ 0.1	i	i
- CN1CCN(S(=O)(=O)c2cccc(S(=O)(=O)c3cccc(S(=O)(=O)N4CCN(C)CC4)c3)c2)CC1
→ -0.4	i	i
- CCn1c(SCC(=O)Nc2cc(C)on2)nc2c1c(=O)n(C)c(=O)n2C
→ -0.8	i	i
- COC(=O)C1=C(C(=O)OC)[C@@H]2N(C)c3ccccc3[C@@]23C[C@@H](C(=O)OC)N(C(C)=O)C3=N1
→ -1.3	i	i
- Cc1cc(/C=N/NC(=O)C(O)(c2ccccc2)c2ccccc2)c(C)n1-c1ccc(C(=O)O)cc1
→ 0.6	i	i
- CC(C)COC(=O)CNc1n[nH]c(=S)[nH]c1=O
→ 0.0	i	i
- O=C(CN1C(=O)NC(Cc2c[nH]c3ccccc23)C1=O)NCCc1ccc(F)cc1 (stereo not drawn)
→ -1.5	i	i
- COc1ccc([N+](=O)[O-])cc1NCc1ccccc1
→ -0.7	i	i
- Cc1nn(C(C)(C)C)c(C)c1/C=N/OC(=O)Nc1ccc(Cl)c(Cl)c1
→ -4.1	i	i
- CCCC(C)C(=O)Nc1ccc(S(=O)(=O)Nc2nccc(C)n2)cc1 (stereo not drawn)
→ -1.3	i	i
- O=C(NCc1ccc2c(c1)OCO2)c1cc(-c2ccccc2)on1
→ -1.7	i	i
- CCCc1nnc(NC(=O)CCC(=O)NC2CCCCCC2)s1
→ 2.4	i	i
- COc1ccc(NC(=O)c2ccc(N3CCOCC3)nc2)cc1
→ 0.2	i	i
- NNC(=O)c1cc2nc(-c3cccs3)cc(C(F)(F)F)n2n1
→ -3.0	i	i
- COc1ccc(OCCn2c(N)nc3ccccc32)cc1
→ -3.1	i	i
- O=C(N[C@@H](Cc1ccccc1)C(=O)OCc1ccccc1)c1nc[nH]c1C(=O)N[C@@H](Cc1ccccc1)C(=O)OCc1ccccc1
→ -1.0	i	i

(more compounds)
Every second line gives: STK33 inh	CHT block	CHT PAM
- c1ccc(OCc2nc3ccccc3s2)cc1
→ -1.8	i	i
- COc1ccc(C(NC(=O)CNC(C)=O)C(=O)Nc2ccc3c(c2)OCCO3)cc1 (stereo not drawn)
→ -1.0	i	i
- Cc1ccc(-c2ccc(/C=N/NC(=O)Cc3nnc(N)s3)o2)cc1Cl
→ 0.1	i	i
- CCCCNC(=O)c1c(O)c2cccc3c2n(c1=O)CCC3
→ 0.6	i	i
- Cc1c(CC(=O)O)c(=O)oc2c(C)c(OCc3ccc(F)cc3Cl)ccc12
→ -0.6	i	i
- O=C(CCC(=O)NNC(=S)Nc1ccccc1)NCc1ccccc1
→ 0.7	i	i
- Cc1c(C(=O)NCc2ccc3c(c2)OCO3)oc2ccc(S(=O)(=O)N3CCC(C)CC3)cc12
→ -5.6	i	i
- CCOc1cc2[nH]c(=O)n(CCCCC(=O)NC3CCCCCC3)c(=O)c2cc1OCC
→ 0.0	i	i
- Cc1cc(-n2c(SCC(=O)NCCC3=CCCCC3)nc3n[nH]c(C)c3c2=N)ccc1Cl
→ -0.2	i	i
- c1cc2c(cc1-c1[nH]ncc1CN1CC3C[C@@H]4CC1C[C@H](C3)C4)OCO2
→ 0.8	i	i
- Cc1ccccc1NC(=O)NC1(C(=O)N2CCC(C(N)=O)CC2)CCCCC1
→ -1.2	i	i
- O=C(CCS(=O)(=O)c1cccc2nsnc12)N1CC(=O)N(CCc2ccccc2)C(=O)C1
→ 0.1	i	i
- CC1CCCC(NC(=O)C2CCN(S(=O)(=O)c3cnc[nH]3)CC2)C1C (stereo not drawn)
→ 0.3	i	i
- COc1ccc(Oc2cc(C)nc(Cl)n2)nn1
→ -0.9	i	i
- COCCn1c(C)cc(/C=C2/NC(=O)N(c3cccc(Cl)c3)C2=O)c1C
→ 0.0	i	i
- Cc1nn2c(NCCCN3CCOCC3)c3c(nc2c1-c1ccccc1)CCC3
→ x	i	i
- Brc1ccccc1OCCOc1cccc2cccnc12
→ 2.4	i	i
- Cc1nc2ccccc2c(C)c1C(=O)c1ccccc1
→ 0.9	i	i
- Cc1ccc(NC(=O)COC(=O)C2CC3C=CC2C3)cc1S(=O)(=O)N1CCCCC1 (stereo not drawn)
→ x	i	i
- Cc1ccc2nc(SCC(=O)c3c(C)[nH]c4ccccc34)[nH]c2c1
→ -1.0	i	i
- CCC(CO)NC1=CC(=O)CCC1 (stereo not drawn)
→ -0.7	i	i
- COc1ccc(C(=O)Nc2cc(C)on2)cc1
→ -0.6	i	i
- COc1cccc(C(C(=O)NCC2CCCO2)N(C(=O)Cn2nnc3ccccc32)c2ccccc2C(C)=O)c1OC (stereo not drawn)
→ -1.8	i	i
- COc1ccc(CNC(=S)N2CCN(S(=O)(=O)c3cccc(F)c3)CC2)cc1
→ -0.6	i	i

Source: PubChem
